Compound activity deposited in PubChem BioAssay by several laboratories.
human PMI inhibition – MPI enzyme activity inhibition – biochemical, fluorescence intensity, coupled assay, primary screen (AID 1209) | purified PMI enzyme, coupled fluorescence intensity; higher % means a stronger effect | inhibition, % at 20 µM, or IC50 in µM where a hit was titrated | 0.42% of 190,000 active; in the data active = inhibition above about 50%;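 note: plate controls were DMSO vehicle for no effect and wells lacking substrate for full effect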
b-catenin transl – alters nuclear translocation of beta-catenin in HeLa cells. immunofluorescence imaging. nuclear translocation activity, % at 5 µM. 0.3% of 190,000 active;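 active = nuclear translocation activity above 50% at 5 µM, with a well cell count of 50 or more; inconclusive = wells under 50 cells across six images, flagged as toxic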;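 note: per-cell ratio of nuclear to cytoplasmic median beta-catenin stain intensity; plate controls were DMSO negative control for no effect and GSK-3 inhibitor IX positive control for full effect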
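Signal – beta-catenin immunofluorescence imaging with DAPI · Test system – human HeLa cell line · Dosing – 5 µM primary single dose, 0.1% DMSO, 0.02–20 µM confirmation series · Measure – % activation, nuclear-to-cytoplasmic median beta-catenin signal ratio per cell · Incubation – 24 h compound exposure at 37°C, 5% CO2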
T cell modulator – T cell immune modulators affecting CD8 T cell-vesicle binding | 2C CD8+ T cell-vesicle binding, flow cytometry; stronger effect = lower value | 0.068% of 330,000 active | AID 2052 | calls only at 7 µM;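 active = response, share of CD8 T cells binding vesicles, and their 90th percentile fluorescence all below set limits, cut at about 80% in these data, passing the limit was not always enough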
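Material: murine 2C transgenic CD8+ T lymphocytes / Also added: QL9-peptide-loaded Drosophila micro-vesicles bearing Ld, ICAM-1 and B7-1 / Schedule: binding step 1.5 h, 37 °C, antibody labelling 20 min, ice / Signal: flow cytometry, PE anti-B7-1 (FL2) versus Alexa647 anti-CD8 (FL8), PFA-fixed / Evaluation: percent CD8+ FL2 mean versus row control / Benchmarks: naked versus QL9-loaded vesicles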
MT stabilize HCS – stabilizes microtubules in HeLa cells; % tubulin-high responders, % at 10 µM; 0.83% of 200,000 active; HeLa tubulin immunostaining HCS, 24 h; share of cells brighter than vehicle mean+2SD; AID 2205;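 active = plate Z-score above 3 for both tubulin-high and condensed-nucleus cell shares, with cell loss under 80%, at 10 µM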;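 note: anti alpha tubulin signal scored within the nucleus-defined area of each cell; some results filed as inactive read as strong as hits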
Insulin prom up – MIN6 insulin promoter up-regulation. AID 1625. 0.3% of 190,000 active. MIN6 insulin promoter-GFP reporter, high-content imaging; stronger effect = higher value. z-score at 5 µM;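 active = z-score above 3 at 5 µM with at least 500 cells counted in the well; inconclusive = wells under 500 cells, flagged as cytotoxic or low count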
Myeloid diff MLP – compounds promoting myeloid differentiation; ER-HoxA9 myeloid progenitors, lysozyme-GFP differentiation, flow cytometry; calls only at 10 µM; AID 624256; 1% of 360,000 active;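 active = normalized GFP-positive differentiation at or above the plate's own cutoff, the solvent-only control mean plus 3 SD; inconclusive = no clear call, values can overlap the other calls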;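 note: cells exposed to compound for four days before flow analysis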
TNAP activation fold – human TNAP enzyme activators, primary screen, biochemical, luminescent, no phosphate acceptor, uHTS (AID 1001); 0.03% of 200,000 active; one-dose activation fold at 20 µM; EC50 in µM for titrated hits; purified TNAP, luminescent activation assay, no phosphate acceptor; higher activation fold means a stronger effect; in the data active = activation fold from about 3, or a potency from the dose series; inactive = the rest, 99 in 100 with activation fold below about 1.6; note: many of its hits are not listed in these tables
Lipid droplet – modulators of hepatic lipid droplet formation; AID 1656; inhibition, % at 6.5 µM; 0.4% of 240,000 active; AML12 mouse hepatocytes, oleate lipid droplets, BODIPY imaging;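 active = lipid droplet intensity inhibited by at least 50%, with more than 500 cells counted; inconclusive = wells with under 300 cells, treated as cytotoxic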
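Assay system: AML12 hepatocytes (mouse) / Also added: 100 µM oleic acid challenge / Times: overnight treatment with compound plus oleate / Detection: high-content imaging of BODIPY-stained droplets and DAPI nuclei / Evaluation: % inhibition of lipid droplet signal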
Dynein transport – dynein cargo transport inhibition. 3617.4 mouse cells, GR-EGFP nuclear translocation imaging; test concentration mostly 20 µM; stimulated with dexamethasone, 1 µM; stronger effect = lower value. z-score, hits read low. 0.47% of 220,000 active;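 active = plate z-score of nuclear minus cytoplasmic receptor signal below a set negative limit, without overly bright fluorescence or cell loss, cut at about -3.5 in these data, passing the limit was not always enough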;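 note: z-score of nuclear minus cytoplasmic ring GR-EGFP intensity difference per well; some compounds called inactive have numbers as strong as hits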
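Also added: dexamethasone, 1.0 µM final. Medium: tet-free, stripped-serum medium. Detection: fixed, Hoechst-stained cells imaged at 10x for EGFP. Read-out: nuclear-to-cytoplasmic GR-EGFP distribution per well. Times: induction 48 h, compound 1 h, agonist 30 min.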
Dynein transport cytoplasmic EGFP – further read-out of Dynein transport, marked with its call; z-score; measured here: cytoplasmic GR-EGFP intensity; stronger effect = higher value
Dynein transport nuclear GR-EGFP – further read-out of Dynein transport, marked with its call; z-score; measured here: nuclear GR-EGFP intensity;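 lower value marks the stronger effect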
Dynein transport cell count – also measured in Dynein transport; calls as there; z-score; measured here: cell count per field
Insulin prom up cell count – further read-out of Insulin prom up, marked with its call; cell count; measured here: cytotoxicity, nuclei count;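 total cells summed across four imaged fields per well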
Lipid droplet cells 6.5 µM – recorded beside Lipid droplet, whose call it bears; cell count; measured here: cell count, cytotoxicity flag;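 cells counted across two imaged fields per well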
b-catenin transl cell count 5 µM – also measured in b-catenin transl; calls as there; cell count; measured here: cell count, cytotoxicity flag
T cell modulator vesicle-bound % – recorded beside T cell modulator, whose call it bears; double positive events, %; measured here: CD8+ vesicle-bound cell fraction;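 binding gate set so that unloaded-vesicle control wells show 10% double positive cells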
MT stabilize HCS Hoechst-high % – further read-out of MT stabilize HCS, marked with its call; % Hoechst-high responders; measured here: nuclear condensation Hoechst responders;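 share of cells brighter than vehicle mean plus two SD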
MT stabilize HCS cytotoxicity % – also measured in MT stabilize HCS; calls as there; toxicity, %; measured here: cytotoxicity by cell density;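 0% = mean cell density of plate MIN control wells and 100% = no cells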
Myeloid diff MLP GFP+ MAC1+ % – further read-out of Myeloid diff MLP, marked with its call; GFP+ MAC1+ double positive, %; measured here: differentiation confirmed by MAC1 staining
* marks the source's active call; other numbers are inactive results; i = inactive; ? = inconclusive; . = not tested or not shown. Outcome played no part in choosing rows; 3% or so of the library scored in one or more.

SMILES	human PMI inhibition	b-catenin transl	b-catenin transl cell count 5 µM	T cell modulator	T cell modulator vesicle-bound %	MT stabilize HCS	MT stabilize HCS Hoechst-high %	MT stabilize HCS cytotoxicity %	Insulin prom up	Insulin prom up cell count	Myeloid diff MLP	Myeloid diff MLP GFP+ MAC1+ %	TNAP activation fold	Lipid droplet	Lipid droplet cells 6.5 µM	Dynein transport	Dynein transport cytoplasmic EGFP	Dynein transport nuclear GR-EGFP	Dynein transport cell count
COc1cc(NC(=O)Cc2ccccc2)c(C(=O)O)cc1OC	4%	-0.2	1135	i	7	5.9	1.3	3.5	0.57	1346	i	0.2	1.1	8	683	0.1	-0.29	-0.011	0.71
Cc1ccc(C(O)(COC(=O)C(C)C)COC(=O)C(C)C)c(O)c1	7%	-4.4	1005	i	36	1.0	0.3	6.4	0.1	1383	i	2.1	1.1	2	732	0.57	0.014	0.53	-1.3
CC(C)NC(=O)/C(=C/c1ccco1)c1ccccc1	-2%	0.6	1373	i	41	3.2	2.3	0.8	-0.12	1478	i	0.8	1.1	.	.	0.55	-0.12	1	-0.52
CNC(=O)Nc1cccc2cccnc12	.	-0.5	1151	i	36	.	.	.	0.49	1390	i	1.2	.	1	734	1.7	-0.22	0.65	-1
CCn1c(C)nc2cc(C(=O)NNS(=O)(=O)c3ccc(C)c(C)c3)ccc21	5%	0.1	1120	i	39	2.1	1.0	5.2	-0.17	834	i	0.8	1	-5	755	-0.39	0.028	0.09	0.13
C1=CC2CCC1ON2c1ccccc1 (stereo not drawn)	-2%	-0.7	931	i	18	2.6	2.3	3.5	0.25	1365	i	1.4	1	0	634	0.11	-0.26	0.043	-0.12
COC(=O)CSc1nnc(-c2ccccc2OC)n1-c1ccc(C)cc1	2%	0.8	1299	i	26	4.9	1.2	7.8	1.5	1577	i	1.0	1	.	.	0.63	-0.26	-0.74	1.1
CCCN1C(=O)COc2ccc(-c3n[nH]c(=O)c4ccccc34)cc21	4%	-0.5	980	i	47	2.2	2.1	8.3	-0.42	1463	i	0.1	1.1	-8	661	-0.33	-0.3	-0.073	0.27
Cc1ccc(S(=O)(=O)NCCC(=O)Nc2ccc(C)c(Cl)c2)cc1C	18%	-4.6	554	i	42	2.1	3.3	9.6	0.32	1200	i	0.6	1	?	.	-0.35	-0.31	-0.57	0.85
Cc1ccc2[nH]c(-c3ccccc3)c(CN3CCN(C)CC3)c(=O)c2c1	19%	-4.3	1184	i	31	1.5	2.4	11	0.58	764	i	0.8	1.1	2	745	-0.14	-0.3	0.24	-0.016
Cc1ccc2sc(C)[n+](CCCS(=O)(=O)[O-])c2c1	-3%	0.0	1011	i	54	2.2	1.6	3.1	0.65	1376	i	1.4	0.9	4	686	-0.1	-0.23	0.18	0.3
CN1CCN(C(=O)c2cc(COc3c(F)cccc3F)on2)CC1c1ccccc1 (stereo not drawn)	.	0.2	1570	i	67	2.1	3.8	7.5	-0.41	1686	i	0.3	1	4	628	-0.68	-0.3	-0.36	0.97
CC(C)NC(=O)c1ccccc1-c1ccccc1	2%	-5.3	1248	i	41	1.5	1.7	2.8	.	.	i	1.2	1.1	0	735	-0.68	-0.31	-0.43	1.4
C/C(=N\Nc1ccc(C(F)(F)F)cn1)c1ccncc1	1%	1.9	1068	i	28	2.1	1.7	7.4	-0.01	1198	i	1.0	1	6	703	0.3	-0.22	0.053	0.36
Cc1ccc([N+](=O)[O-])cc1NC(=O)C(C)NS(=O)(=O)c1ccc(F)cc1 (stereo not drawn)	7%	4.4	882	i	44	1.5	1.5	8.0	2.1	1477	i	0.2	1.1	-8	705	0.4	-0.28	0.31	0.085
COc1cc2nc3occc3c(OC)c2cc1OC	-5%	2.5	477	i	29	2.2	2.7	1.3	0.57	1245	i	1.0	1.1	-2	793	0.21	-0.31	0.43	0.24
COc1ccc(Cl)cc1C(=O)NCC(C)C	-7%	-0.9	906	i	20	4.2	1.2	3.5	0.87	1281	i	1.2	1.1	.	.	2.1	-0.12	1.2	-1.7
C#CCSc1nnc(CSc2nc3ccccc3s2)n1-c1ccccc1	10%	-2.2	1128	i	34	2.8	1.9	5.5	-1.4	723	i	1.8	1	-4	730	-0.056	0.014	0.17	-0.47
CC1(C)Cc2c(sc3nc4n(-c5ccccc5)cnn4c(=O)c23)CO1	.	0.7	1104	i	23	.	.	.	-0.04	1357	i	0.9	.	1	717	-0.21	-0.18	-0.15	-0.56
Cc1cccc(NC(=O)Cn2nnc(C(=O)NCc3ccco3)c2N)c1	-11%	-4.4	1071	i	61	0.8	1.0	2.6	-0.02	1577	i	0.1	1.1	-7	529	0.98	-0.15	0.59	-0.024
O=C(CSc1ncn[nH]1)c1cccc([N+](=O)[O-])c1	7%	-2.8	511	i	40	1.6	1.4	1.4	1.4	1264	i	0.5	1	8	642	-2.5	-0.084	-1.1	0.78
COc1ccccc1CCNC(=O)CSc1nnc2ccc(-c3ccncc3)nn12	2%	-0.3	1084	i	49	4.1	0.4	2.8	0.47	1394	i	0.4	1.1	-5	687	-0.46	-0.37	-0.51	0.25
COc1ccc(-c2csc(NC(=O)c3ccc(S(C)(=O)=O)cc3)n2)cc1	4%	-1.3	1038	i	31	3.0	0.9	3.2	0.08	1575	i	0.7	1	9	681	-0.46	-0.37	-0.055	2
NNC(=S)NC1CCS(=O)(=O)C1 (stereo not drawn)	.	-0.8	1353	i	33	.	.	.	1.6	953	i	0.2	.	.	.	0.32	-0.22	1.2	-0.54
O=C(NC1CC1)c1ccc2c3c(cccc13)CC2	4%	2.2	469	i	29	2.9	2.3	2.1	1.5	1295	i	1.1	1.1	6	600	-0.28	-0.24	-0.004	0.017
Additional structures.
SMILES	human PMI inhibition	b-catenin transl	b-catenin transl cell count 5 µM	T cell modulator	T cell modulator vesicle-bound %	MT stabilize HCS	MT stabilize HCS Hoechst-high %	MT stabilize HCS cytotoxicity %	Insulin prom up	Insulin prom up cell count	Myeloid diff MLP	Myeloid diff MLP GFP+ MAC1+ %	TNAP activation fold	Lipid droplet	Lipid droplet cells 6.5 µM	Dynein transport	Dynein transport cytoplasmic EGFP	Dynein transport nuclear GR-EGFP	Dynein transport cell count
COc1ccc(-c2noc(CN(Cc3nccn3C)C(C)C)n2)cc1	.	-1.0	1382	i	40	.	.	.	0.79	998	i	0.2	.	22	757	-0.28	-0.14	-0.16	0.7
CCOC(=O)c1nc(N)c(C(=O)OCC)[nH]1	3%	.	.	i	48	2.7	1.7	4.8	-0.43	1264	i	0.6	1.1	-10	735	-0.88	-0.27	-0.24	0.83
CC(=O)Oc1ccc2c(=O)c(Oc3ccccc3[N+](=O)[O-])coc2c1	5%	-1.0	512	i	42	3.2	3.9	11	-0.46	1339	i	0.1	1.1	-1	691	-1.2	-0.32	-0.93	1.3
CCOC(=O)c1c(NC(=S)Nc2ccccc2)sc2c1CC(C)(C)SC2	16%	-2.1	1115	i	15	3.4	2.4	13	0.45	1540	i	0.2	1	2	682	-0.53	0.016	-0.19	-1.6
Cc1ccc(/C=N/NC(=O)c2nn(C)cc2Cl)cc1	3%	-3.6	505	i	43	2.5	4.2	7.9	-2.2	575	i	0.4	1.1	8	676	1.6	-0.3	0.42	-0.61
O=C(NCc1ccc2c(c1)OCO2)c1ccc(=O)[nH]c1	4%	-1.3	1240	i	33	1.4	1.6	3.2	0.12	926	i	0.5	1.1	6	741	-0.8	0.33	-0.12	0.65
O=C(O)Cn1nc(-c2ccccc2)c2ccccc2c1=O	7%	-1.6	1060	i	58	2.5	1.3	0.7	0.03	1907	i	1.3	1.2	-12	641	0.038	-0.26	0.2	0.85
Cc1cc(C)n(C/C=C/Cn2nc(C)cc2C)n1	2%	-0.8	1107	i	22	2.6	1.9	5.2	0.66	1333	i	0.4	1.1	-1	783	0.00015	-0.11	0.41	0.75
O=C(NCCCc1ccccc1)c1ccc(Br)o1	15%	-0.8	1117	i	10	2.8	2.2	5.3	.	.	i	1.4	1	-3	664	0.38	-0.22	0.19	0.89
Cc1cc(NC2CCCCC2)nc2ccccc12	3%	-0.2	1489	i	52	3.8	1.1	3.4	-0.77	1291	i	0.1	1.1	-14	656	2.8	-0.12	0.83	-1.2
N#CC1=C(N)S[C@@H](C(=O)c2ccc(F)cc2)[C@@H]1c1cccs1	3%	1.8	498	i	20	4.2	1.7	3.0	.	.	i	0.6	1	-8	743	0.47	-0.21	0.049	0.95
